High-throughput results (PubChem)
Cav32 inh: human Cav3.2 channel inhibition, primary screen. O95180. Cav3.2-expressing cells, Fluo-4 calcium fluorescence FDSS; stronger effect = lower value. B-score at 10 µM. 100,000 compounds, 4% hits. AID 449739;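 active means single-dose well whose peak fluorescence ratio is a statistical outlier from its plate by either plate-standardised score or position-corrected B-score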
Target sequence (O95180 whole entry, looked up): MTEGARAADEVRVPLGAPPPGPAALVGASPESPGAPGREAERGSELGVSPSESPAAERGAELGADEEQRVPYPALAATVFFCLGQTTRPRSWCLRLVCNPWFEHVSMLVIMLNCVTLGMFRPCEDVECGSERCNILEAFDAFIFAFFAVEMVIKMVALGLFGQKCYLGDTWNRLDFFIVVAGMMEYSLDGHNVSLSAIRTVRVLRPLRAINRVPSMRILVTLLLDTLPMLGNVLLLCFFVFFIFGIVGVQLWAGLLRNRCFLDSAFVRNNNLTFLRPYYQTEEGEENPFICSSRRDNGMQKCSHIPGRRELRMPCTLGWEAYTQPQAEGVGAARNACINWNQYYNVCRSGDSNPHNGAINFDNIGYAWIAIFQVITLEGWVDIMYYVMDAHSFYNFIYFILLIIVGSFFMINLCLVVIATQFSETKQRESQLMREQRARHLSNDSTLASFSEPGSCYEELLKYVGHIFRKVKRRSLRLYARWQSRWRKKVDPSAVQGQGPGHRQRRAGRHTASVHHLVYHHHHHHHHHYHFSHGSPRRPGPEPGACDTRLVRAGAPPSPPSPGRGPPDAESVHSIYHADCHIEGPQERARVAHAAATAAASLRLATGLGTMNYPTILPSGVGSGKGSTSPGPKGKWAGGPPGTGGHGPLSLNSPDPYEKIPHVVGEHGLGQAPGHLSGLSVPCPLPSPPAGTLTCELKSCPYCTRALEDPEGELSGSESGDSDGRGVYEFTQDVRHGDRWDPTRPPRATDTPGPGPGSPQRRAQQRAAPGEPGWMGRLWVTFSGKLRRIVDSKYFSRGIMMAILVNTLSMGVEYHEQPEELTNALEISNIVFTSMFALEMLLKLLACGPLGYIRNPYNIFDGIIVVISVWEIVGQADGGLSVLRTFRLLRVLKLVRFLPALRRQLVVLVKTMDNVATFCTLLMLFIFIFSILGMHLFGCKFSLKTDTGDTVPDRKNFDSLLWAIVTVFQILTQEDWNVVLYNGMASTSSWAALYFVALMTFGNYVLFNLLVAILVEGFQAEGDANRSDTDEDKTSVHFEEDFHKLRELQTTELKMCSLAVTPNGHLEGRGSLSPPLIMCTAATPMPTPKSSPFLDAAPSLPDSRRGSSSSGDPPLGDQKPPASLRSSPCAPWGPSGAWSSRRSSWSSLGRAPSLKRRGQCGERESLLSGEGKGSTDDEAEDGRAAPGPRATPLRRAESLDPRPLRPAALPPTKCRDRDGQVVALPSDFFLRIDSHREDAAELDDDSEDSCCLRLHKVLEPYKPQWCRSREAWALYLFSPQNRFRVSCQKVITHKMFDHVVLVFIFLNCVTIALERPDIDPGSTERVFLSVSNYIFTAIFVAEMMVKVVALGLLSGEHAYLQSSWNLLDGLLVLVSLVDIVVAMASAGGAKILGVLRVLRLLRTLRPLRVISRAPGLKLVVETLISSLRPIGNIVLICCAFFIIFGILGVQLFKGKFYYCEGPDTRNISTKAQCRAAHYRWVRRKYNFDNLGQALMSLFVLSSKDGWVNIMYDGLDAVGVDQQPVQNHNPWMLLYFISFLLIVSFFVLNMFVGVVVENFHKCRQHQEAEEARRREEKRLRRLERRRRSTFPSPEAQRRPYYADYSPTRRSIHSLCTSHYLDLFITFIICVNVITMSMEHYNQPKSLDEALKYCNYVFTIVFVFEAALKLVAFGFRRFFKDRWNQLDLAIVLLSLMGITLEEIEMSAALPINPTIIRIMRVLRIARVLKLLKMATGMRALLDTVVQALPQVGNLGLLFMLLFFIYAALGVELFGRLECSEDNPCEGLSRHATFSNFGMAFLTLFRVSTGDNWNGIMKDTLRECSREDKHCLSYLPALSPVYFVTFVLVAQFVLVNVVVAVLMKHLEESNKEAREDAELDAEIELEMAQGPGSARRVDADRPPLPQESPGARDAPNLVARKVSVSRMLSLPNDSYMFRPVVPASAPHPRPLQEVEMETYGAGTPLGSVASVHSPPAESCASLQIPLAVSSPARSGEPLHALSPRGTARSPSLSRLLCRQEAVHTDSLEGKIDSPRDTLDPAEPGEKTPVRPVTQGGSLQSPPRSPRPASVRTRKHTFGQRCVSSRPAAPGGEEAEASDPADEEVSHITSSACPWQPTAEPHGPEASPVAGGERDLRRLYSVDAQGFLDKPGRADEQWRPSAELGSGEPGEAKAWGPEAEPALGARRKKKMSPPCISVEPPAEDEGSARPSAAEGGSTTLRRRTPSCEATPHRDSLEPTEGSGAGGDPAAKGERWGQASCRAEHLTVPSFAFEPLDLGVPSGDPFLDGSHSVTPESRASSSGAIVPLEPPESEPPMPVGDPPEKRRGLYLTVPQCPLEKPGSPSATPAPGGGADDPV
Starred values were filed as active, the others as inactive.

SMILES	Cav32 inh
O=C(C1CC(c2ccc(F)cc2)=NO1)N1CCCc2ccccc21 (stereo unspecified)	-1.42
C/C(CCN1CCCCc2nc(C)c(C)cc21)=N\OC[C@@H](O)[C@H]1O[C@@H]2OC(C)(C)O[C@@H]2[C@H]1O	-0.371
COc1cc(Br)c(C(C)NC(=O)c2ccccc2)cc1OC (stereo unspecified)	0.0893
COCCN(CC(=O)NC1CCCCC1)C(=O)c1csnn1	0.018
CC1CCCCC1NC(=O)COC(=O)COc1ccc(Cl)cc1 (stereo unspecified)	-0.069
O=C(Nc1ccccc1N1CCCCC1)c1ccc(F)cc1	-2.8
CC(C)C(=O)Nc1nnn(C)n1	-0.0479
c1ccc(Cn2nnnc2C(c2cccs2)N2CCCCCC2)cc1 (stereo unspecified)	-2.59
Cc1onc(-c2ccccc2)c1C(=O)NCc1ccco1	-0.00764
COc1cc(-c2nc3cnccn3c2Nc2c(C)cccc2C)ccc1O	0.0301
Cc1cccc(NC(=O)c2cc(S(=O)(=O)c3ccccc3)ccc2Cl)c1	-5.56*
Cc1ccccc1-n1c(Cn2c(=O)sc3ccccc32)nnc1SCC(=O)Nc1nccs1	-0.235
CN1C(=O)CC(NNC(=O)c2ccc(Cl)cc2)C1=O (stereo unspecified)	-0.461
c1ccc2c(Nc3nc4c(s3)CCCC4)cccc2c1	-2.47
CCOC(=O)C1CCCN(c2c(NCCCN3CCCC(C)C3)c(=O)c2=O)C1 (stereo unspecified)	-1.15
Fc1cccc(-c2cc3nc4c(c(N5CCOCC5)n3n2)CCCC4)c1	0.186
CC(C)C1=C2CCCCC2NC(=O)N1 (stereo unspecified)	-1.4
COc1ccc2c(c1)CC[C@@H]1[C@@H]2CC[C@]2(C)C(=O)CC[C@@H]12	-0.311
CC(C)Oc1ccc(C2NC(=O)NC2=O)cc1 (stereo unspecified)	0.0407
CC1=C(C(=O)OC(C)C)C(C)C(C(=O)OC(C)C)=C(C)N1	-3.49
CN(C(=O)CN1CCC(NC(=O)C2CCCCC2)CC1)C1CCCCC1	1.3
COc1cc(OC)nc(Oc2ccccc2C(=O)Oc2ccc(C)cc2)n1	-3.06
CCC(=O)Nc1nc2n(n1)C(c1ccc(OC)cc1)C=C(c1ccccc1)N2 (stereo unspecified)	-2.15
Cc1c(S(=O)(=O)Nc2ccc3c(c2)OCCO3)c(=O)n(C)c(=O)n1C	-0.0156
CN1C(=O)N(C)C2(c3ccccc3)NC(=O)NC12c1ccccc1 (stereo unspecified)	0.0623
O=C(Cn1nnc(-c2ccc(S(=O)(=O)N3CCCC3)cc2)n1)Nc1ccccc1-n1cccc1	-3.02
COc1ccc2nc(NC(=O)c3cnccn3)sc2c1	-0.0358
O=C(Cn1cnc2c(cnn2-c2ccc(F)cc2)c1=O)OCc1ccccc1	0.0655
Cn1cc([N+](=O)[O-])c(C(=O)Nc2nc(-c3ccc(Cl)cc3)cs2)n1	-1.22
O=C(C1CCC1)N(CCc1ccccc1)Cc1nc2ccccc2c(=O)[nH]1	-0.138
CN(C1CCCCC1)S(=O)(=O)c1ccc(S(=O)(=O)N2CCCC2)cc1	-0.159
O=C(Cc1c(F)cccc1Cl)NCC1CCCO1 (stereo unspecified)	0.0787
CN1CCN(C(=O)c2cc3c(ccc4ccccc43)oc2=O)CC1	-0.457
COc1ccc(-c2cc(=O)c3cc(O)ccc3o2)cc1	-0.356
CCOC(=O)c1ccc(CSc2nnc(C)n2N)o1	-0.0813
CCS(=O)(=O)N1CCN(C(=O)c2ccccc2)CC1	0.00542

Among those listed so far, these have fluorine.
SMILES	Cav32 inh
O=C(C1CC(c2ccc(F)cc2)=NO1)N1CCCc2ccccc21 (stereo unspecified)	-1.42
O=C(Nc1ccccc1N1CCCCC1)c1ccc(F)cc1	-2.8
Fc1cccc(-c2cc3nc4c(c(N5CCOCC5)n3n2)CCCC4)c1	0.186
O=C(Cn1cnc2c(cnn2-c2ccc(F)cc2)c1=O)OCc1ccccc1	0.0655
O=C(Cc1c(F)cccc1Cl)NCC1CCCO1 (stereo unspecified)	0.0787

(further entries)
SMILES	Cav32 inh
C=CCn1c(C)cc(-c2csc(N)n2)c1C	0.0265
Cc1nc2c(cnn2-c2ccccc2Cl)c(=O)n1-c1ccc(C(C)C)cc1	-6.22*
O=C(Nc1cccc(-c2cnc3ccccc3n2)c1)c1ccccc1	1.02
Cc1cccc(C(CC(=O)O)n2cccc2)c1 (stereo unspecified)	0.24
CCC(=O)Nc1cccc(-c2cnc3ccccc3n2)c1	0.651
CC(C)C[C@H](NC(=O)NC(C)C)C(=O)O	1.92
CC1(C)CC(C)(O)P(=O)(c2ccccc2)O1 (stereo unspecified)	0.584
Brc1ccc(-c2noc(CCc3ccccc3)n2)cc1	0.0256
CC1Cc2ccccc2N1C(=O)c1cnsn1 (stereo unspecified)	0.107
CN(C)/C=N/c1cc(=O)n(Cc2ccccc2)c(=O)n1C	1.42
COc1ccc(CCNC(=O)C2CCN(S(=O)(=O)c3cc(OC)ccc3OC)CC2)cc1	1.64
O=C1c2ccccc2NC(c2ccc(-c3ccc(Br)cc3)o2)N1O (stereo unspecified)	-4.07

Overlap with the part before: two compounds; new compounds follow.
SMILES	Cav32 inh
COc1ccc(CCNC(=O)C2CCN(S(=O)(=O)c3cc(OC)ccc3OC)CC2)cc1	1.64
O=C1c2ccccc2NC(c2ccc(-c3ccc(Br)cc3)o2)N1O (stereo unspecified)	-4.07
O=c1oc(-c2cccs2)nc2ccc(Br)cc12	-0.938
CCNC(=O)Cn1cc(C#N)c2ccccc21	1.04
C=CCn1c(Cc2c[nH]c3ccccc23)nnc1SCC(=O)NCc1ccccc1	-1.79
COC(C[C@@H](O)C[C@@H](O)COCc1ccccc1)OC	-0.000763
COCC(=O)NC(c1ccccc1)c1ccccc1	0.16
Cc1nc2c(C(=O)NCc3ccccc3)c[nH]n2c(=O)c1Cl	-0.0308
FC(F)(F)c1nnc2c(Sc3ccc(Cl)cc3)nc3ccccc3n12	-0.819
O=C1NC(=O)/C(=C/c2ccccc2Oc2ccc(Cl)cc2)S1	-1.51
CCOc1ccc(NS(=O)(=O)c2ccc3[nH]cc(C(=O)NCC4CCCO4)c(=O)c3c2)cc1 (stereo unspecified)	0.0727
CC(=O)c1c(C)[nH]c(C(=O)N2c3ccccc3CC2C)c1C (stereo unspecified)	0.132
COc1ccc(C2(O)CCN(Cc3nnnn3Cc3ccc(C)cc3)CC2)cc1	-1.58
CC(C(=O)N1CCCCC1)N1C(=O)c2ccccc2C1=O (stereo unspecified)	-0.0912
Cc1ccc(OCc2nnc(NC(=O)OCC(C)C)s2)cc1	0.828
N#Cc1nc(-c2cccc(Cl)c2)oc1NCc1cccnc1	0.0333
COc1cc(OC)c2c(C)cc(=O)oc2c1C(CCN1CCN(c2ccccc2)CC1)c1ccc2c(c1)OCO2 (stereo unspecified)	-1.67
O=C(OCc1ccccc1)c1ccc2c(c1)-c1ccccc1C2=O	-0.274
CCc1nnc(SCC(=O)NC2CCCC2)nc1CC	0.778
COc1ccc(NC(=O)CCNS(=O)(=O)c2ccc3c(c2)c(=O)n(C)c(=O)n3C)cc1	0.644
CCSc1nc(N)c(C#N)c(-c2ccccc2Cl)c1C#N	0.000564
COc1ccccc1N(CC(=O)N/N=C/c1ccc(OCC(=O)NCc2ccco2)cc1)S(=O)(=O)c1ccc(C)cc1	0.0996
CCOC(=O)N1CCN(S(=O)(=O)c2ccc(OCC(=O)OC)c(Cl)c2)CC1	-1.8
CCCc1c(C)[nH]c2ccccc2c1=O	0.54
Cc1cc(C)n(C(=O)CN2C(=O)CCC2=O)n1	-0.0315
COc1ccc2c(c1)c(C(=O)OCCN(C)C)c(C)n2C	0.473
N#CCSc1nnc2sc3ccccc3n12	0.242
O=C(NC1CCCC1)C(c1ccc(F)cc1)N(Cc1ccc(F)cc1)C(=O)c1ccn[nH]1 (stereo unspecified)	-0.242
CCOC(=O)C1C(=O)NC(N2CCCCC2)=NC1c1ccco1 (stereo unspecified)	-0.146
Cc1cccnc1NCC(O)COc1ccccc1 (stereo unspecified)	0.549
Cc1nnc(SCc2ccc(F)cc2Cl)s1	0.386
COc1cc(OC)cc(C(=O)Nn2c(C)nc3ccccc3c2=O)c1	-1.26
CCN(CC)C(=O)C1CC(c2ccc(OC)cc2)=NO1 (stereo unspecified)	-4.34*
COCCCNC(=O)CC(NS(=O)(=O)c1ccc(C)cc1)c1ccc(OC)cc1 (stereo unspecified)	1.41
N#CC1=C(Nc2ccc(Br)cc2)CCC1	-3
COc1ccc(-c2nc3nc(C)cc(C)n3n2)cc1	-0.327
O=C(NCc1nc2ccccc2[nH]1)C1=C[C@H](c2ccc3c(c2)OCO3)C[C@H](OCc2ccc(CO)cc2)O1	-1.38
CC(C)COC(=O)NCCOC(=O)Nc1cccc(Cl)c1	-5.67*

Single entries from the list:
COc1ccc(NC(=O)CCNS(=O)(=O)c2ccc3c(c2)c(=O)n(C)c(=O)n3C)cc1 in Cav32 inh = 0.644
N#CC1=C(Nc2ccc(Br)cc2)CCC1 in Cav32 inh = -3

Other results:
SMILES	Cav32 inh
O=C(OCC(=O)N1c2ccccc2Sc2ccccc21)C1CC(=O)N(Cc2ccco2)C1 (stereo unspecified)	-1.75
CC(C)Oc1c(Cl)cc(CNC(C)(C)CO)cc1Cl	0.968
O=C(NC1CCCCCC1)C1CCN(C(=O)Cc2ccccc2)CC1	-0.186
c1ccc(C2=Nc3ccccc3OC2)cc1	-0.394
Cc1nn(C)c(C)c1S(=O)(=O)N1CCCC(C(=O)NCC2COc3ccccc3O2)C1 (stereo unspecified)	0.901
COc1ccc(-c2csc(N(CC3CCCO3)C(=O)c3cccs3)n2)cc1 (stereo unspecified)	-1.22
Cc1ccc(S(=O)(=O)Nc2ccc3nc(C)sc3c2)cc1	-1.43
Cc1ccc(NC(=S)NCc2cccnc2)cc1	0.2
O=C(N[C@@H](Cc1ccccc1)C(=O)OCc1ccccc1)c1nc[nH]c1C(=O)NCc1ccccc1	0.036
CCOC(=O)c1cc(NC(=O)N2CCCc3ccccc32)c(C)nc1C	-0.345
CCC1(C)Cc2c(C#N)c(N)n(N)c(=S)c2CO1 (stereo unspecified)	0.0517
CCc1cccc(NC(=O)c2ccc(NS(=O)(=O)c3c(C)noc3C)cc2)c1	-3.62
Cc1nn(-c2ccccc2)c(Cl)c1/C=N/NC(=O)c1ccco1	1.66
CSc1nc2ncc3c(n2n1)CC1c2ccccc2CCN1C3=O (stereo unspecified)	0.644
O=C(Nc1nc(-c2cc3ccccc3oc2=O)cs1)c1ccc(Br)o1	0.0527
C=CCNC(=S)N/N=C/c1ccc(OCc2ccccc2Cl)cc1	0.148
COc1ccc(CSC2=NCCN2)cc1Cl	0.341
O=C(CSc1cn(Cc2ccccc2)c2ccccc12)Nc1nccs1	-4.35*
COc1cc(SC#N)ccc1N=Cc1c(C)[nH]n(-c2ccc(Cl)cc2)c1=O	-0.622
CCc1cc2c(=O)[nH]c(N3CCOCC3)nc2s1	0.645
Cc1cc(Br)ccc1OCCCCNCCO	0.647
O=C(Nc1nccc(-c2cccs2)n1)c1ccccc1Cl	0.5
COc1ccc(Cl)c(NC(=O)Nc2c(C)n(-c3ccccc3)c(=O)n2C)c1	0.406
O=C(CNC(=S)N(Cc1ccc(F)cc1)C1CCCCC1)NC1CC1	-0.0072
Cc1cc(C)cc(C(=O)N2CC(=O)Nc3ccccc32)c1	-2.48
COC(=O)CNC(=O)c1ccccc1	1.01
COC(=O)c1c(-c2ccco2)csc1NC(=O)C1CC=CCC1C(=O)O (stereo unspecified)	0.636
CN(C)CCNc1nc2c(c(=O)[nH]c(=O)n2C)n1CC(O)COc1ccc(Cl)cc1 (stereo unspecified)	-1.84
CCCC(C)C(=O)Nc1ccncc1 (stereo unspecified)	-0.122
CC(C)(CNC(=O)c1cc2ccccc2o1)N1CCOCC1	0.817
COc1cccc(-n2sc3c(c2=S)-c2cc(OC)ccc2NC3(C)C)c1	-2.78
COC(=O)c1c(C)c2c(C)cc3ccccn3c-2c1C(=O)OC	1.26
CCOc1cccc2cc(-c3cn4cc(C)ccc4n3)c(=O)oc12	0.474
O=C1c2cccnc2C(=O)N1Cc1ccco1	-2.33
Cc1ccccc1C(=O)NC(C)C(c1cccs1)N1CCOCC1 (stereo unspecified)	1.26
Nc1ccn([C@@H]2CS[C@H](CO)O2)c(=O)n1	-0.149

Rewritten as labelled records: four of the compounds above
COc1cc(-c2nc3cnccn3c2Nc2c(C)cccc2C)ccc1O
- Cav32 inh: 0.0301
O=C1c2ccccc2NC(c2ccc(-c3ccc(Br)cc3)o2)N1O (stereo unspecified)
- Cav32 inh: -4.07
N#Cc1nc(-c2cccc(Cl)c2)oc1NCc1cccnc1
- Cav32 inh: 0.0333
C=CCn1c(C)cc(-c2csc(N)n2)c1C
- Cav32 inh: 0.0265

Additional entries follow.
SMILES	Cav32 inh
Cc1ccc(Cn2c(=O)cc(C(=O)O)c3ccccc32)cc1	-1.57
COCC(=O)N(CCc1ccc(OC)c(OC)c1)Cc1nc2ccccc2c(=O)[nH]1	0.765
CCOC(=O)c1ccc(NC(=O)CSc2nnc(Cc3cccs3)n2C)cc1	-0.948
CC(C)c1ccc(NC(=O)C(c2ccc3c(c2)OCO3)N2CCC3(CC2)OCCO3)cc1 (stereo unspecified)	-7.52*
Nc1nnc2c(n1)CCCC2	-0.24
CCN(CC)C(C(=O)Nc1ccc(C(C)C)cc1)c1ccc2c(c1)OCO2 (stereo unspecified)	-4.86*
CCc1ccc(OCC(=O)NC(=S)Nc2cccc(CO)c2)c(Br)c1	-0.16
COCCN1Cc2cccc(C(=O)Nc3ccc4c(c3)OCCO4)c2C1=O	-0.273
Cc1cccc(NC(=O)CSc2nc3ccc(N4C(=O)c5ccccc5C4=O)cc3s2)c1C	-0.342
CC(C)CCn1c(=O)c2ccccc2n2c(CN3C(=O)NC4(CCC(C)CC4)C3=O)nnc12 (stereo unspecified)	0.994
Cc1ccc(O)c(NC(=O)C2CC(c3c(F)cccc3Cl)=NO2)c1 (stereo unspecified)	-0.569
CCOC(=O)c1cnc(=O)[nH]c1C	0.429
O=C(Nc1cccc2c1CCCC2)c1cc([N+](=O)[O-])ccc1Cl	-0.0607
COCCNC(=O)c1ccc2c3n(nc2c1)-c1ccc(Cl)cc1CO3	0.706
CCOc1ccc(NC(=O)C(=O)NCCCn2ccnc2)cc1	2.8

A portion of the library, so the mix of outcomes need not match the whole.
